Source: PubChem (several laboratories)
S1P4 ag – activates the human S1P4 receptor; O95977; S1P4-expressing cell line, agonist reporter assay; activation, % at 4.98 µM; 0.35% of 220,000 active; in the data active means activation above about 11%;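 further: 0% = DMSO vehicle and 100% = reference agonist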
Target sequence (O95977 whole entry, looked up): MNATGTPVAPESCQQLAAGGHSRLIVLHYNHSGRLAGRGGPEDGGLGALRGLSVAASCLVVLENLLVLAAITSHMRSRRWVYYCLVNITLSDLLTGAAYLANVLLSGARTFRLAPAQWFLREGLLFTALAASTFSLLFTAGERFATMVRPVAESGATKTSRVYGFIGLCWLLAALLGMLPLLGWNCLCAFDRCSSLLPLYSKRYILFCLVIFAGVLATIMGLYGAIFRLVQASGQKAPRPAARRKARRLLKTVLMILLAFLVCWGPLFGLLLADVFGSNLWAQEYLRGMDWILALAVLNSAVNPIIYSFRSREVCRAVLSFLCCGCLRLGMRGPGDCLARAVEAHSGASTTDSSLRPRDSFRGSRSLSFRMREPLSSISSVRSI
NCF1 inh – blocks human p47phox regulatory protein of NADPH oxidases; p47phox/p22phox peptide binding, fluorescence polarization, 2 h; inhibition, % at 24.7 µM; 0.53% of 220,000 active; AID 1274;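 active means inhibition above about 30%, limit read from the data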;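 further: 0% = p47phox with labelled peptide and 100% = labelled peptide alone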
NPY-Y2 PAM-ag – human NPY-Y2 potentiation or agonism, primary screen | 0.45% of 220,000 active | cells expressing NPY-Y2, potentiator/agonist read-out | AID 1359 | P49146 | activation, % at 3.6 µM; in the data active means activation above about 27%;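 further: cells stimulated with NPY near EC25 plus isoproterenol at EC100; 0% = vehicle plus submaximal agonist and 100% = vehicle plus saturating agonist; some results beyond the cut were filed as inactive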
Target sequence (P49146 whole entry, looked up): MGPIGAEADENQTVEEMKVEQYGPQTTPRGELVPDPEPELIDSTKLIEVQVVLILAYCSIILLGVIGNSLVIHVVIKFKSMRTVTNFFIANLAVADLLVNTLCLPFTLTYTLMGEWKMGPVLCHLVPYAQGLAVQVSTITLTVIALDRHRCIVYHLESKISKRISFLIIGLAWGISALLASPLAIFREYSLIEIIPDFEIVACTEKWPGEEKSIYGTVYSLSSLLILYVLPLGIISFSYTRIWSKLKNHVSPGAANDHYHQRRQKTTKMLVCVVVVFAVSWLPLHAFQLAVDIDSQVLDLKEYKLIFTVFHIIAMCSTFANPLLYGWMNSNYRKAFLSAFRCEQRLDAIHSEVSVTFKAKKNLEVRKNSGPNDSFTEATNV
NPY-Y1 antag – antagonists of human neuropeptide Y receptor Y1; 1% of 200,000 active; P25929; HEK293-CNG Y1 cells, membrane potential fluorescence; NPY at EC95, then isoproterenol; inhibition, % at 3.6 µM; AID 1040;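 active means inhibition above the campaign mean inhibition of all tested compounds plus 3 SD, cut at about 20% in these data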;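 further: 0% = DMSO wells given NPY plus isoproterenol and 100% = isoproterenol alone without NPY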
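Material: HEK293 cells co-expressing NPY Y1 receptor and cyclic-nucleotide gated channel. Timing: compound incubation 1 h at room temperature, readout 45 min post-stimulation. Signal: fluorescence, membrane potential probe.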
BaF3 tox – reduces parental Ba/F3 cell viability, JAK2V617F counter-screen | AID 1486 | inhibition, % at 5.6 µM | CellTiter-Glo ATP luminescence | 1.1% of 220,000 active;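 active means inhibition above a per-campaign cutoff, the mean inhibition of all tested compounds plus 3 SD, cut at about 27% in these data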;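 further: 0% = DMSO wells and 100% = JAK Inhibitor I control wells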
NPY-Y1 PAM-ag – human NPY-Y1 potentiation or agonism, primary screen | P25929 | NPY-Y1 expressing cells, potentiator/agonist activation | activation, % at 3.6 µM | 0.37% of 220,000 active | AID 1304; in the data active means activation above about 33%, passing the limit was not always enough;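 further: cells stimulated with NPY at EC10 then isoproterenol at EC100; 0% = low agonist plus stimulus and 100% = saturating agonist plus stimulus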
CHOP inhibitor – blocks CHOP induction under ER stress. CHO-K1 CHOP-promoter luciferase, tunicamycin-induced, 15-18 h. inhibition, % at 10 µM. 3.8% of 220,000 active. AID 2732;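 active means compounds that reduced the stress-induced luciferase reporter signal by more than about 70% of percent inhibition, limit read from the data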;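 further: 0% = tunicamycin plus vehicle and 100% = wells without tunicamycin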
S1P4 antagonist – blocks the human S1P4 receptor; O95977; S1P4-expressing cells, antagonist mode, reporter read-out; inhibition, % at 4.98 µM; 0.26% of 220,000 active; in the data active means inhibition above about 29%;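 further: 0% = wells stimulated with agonist and 100% = vehicle wells without agonist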
Ba/F3 V617F tox – loss of viability in JAK2V617F-driven Ba/F3 cells; 1.1% of 220,000 active; inhibition, % at 5.6 µM; Ba/F3 EpoR-JAK2V617F viability, ATP luminescence;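 active means inhibition above the campaign mean plus 3 SD over all tested compounds, cut at about 24% in these data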;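 further: cytokine-independent growth of Ba/F3 cells driven by EpoR plus mutant JAK2; 0% = DMSO-treated cells and 100% = JAK inhibitor I control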
* hit, by the source's call; · = no result given.

#	smiles	S1P4 ag	NCF1 inh	NPY-Y2 PAM-ag	NPY-Y1 antag	BaF3 tox	NPY-Y1 PAM-ag	CHOP inhibitor	S1P4 antagonist	Ba/F3 V617F tox
1	COc1cc2c3c(c1)C(C)CC(C)(C)N3C(=O)C2=O (centres undefined)	-0.8	-7	13	1	-2	-5	-1	-2	-2
2	CN(C(=S)NC(=O)/C=C/c1ccc(F)cc1)C1CCCCC1	0.5	-10	-9	-2	5	-9	23	-4	-2
3	CNC(=O)COC(=O)c1ccccc1NC(=O)c1ccco1	1.3	-2	10	·	-3	14	4	-7	0
4	O=C(O)c1cc(Cl)c(Cl)cc1C(=O)N1CCOCC1	0.9	-8	4	-1	-1	-2	-12	-4	-5
5	O=C(CCC1CCCC1)NCCCN1CCOCC1	1.0	-5	3	2	-1	-13	24	-9	-3
6	COc1ccccc1NC(=O)C(=O)Nc1ccccn1	-0.3	1	1	-1	2	-17	-14	1	-3
7	O=C(COc1ncnc2ccccc12)NCc1ccco1	2.5	-8	6	0	4	-3	7	-10	1
8	CCCc1cc(=O)[nH]c(N/N=C/C=C\c2ccccc2)n1	-3.5	-5	-15	2	8	-11	-16	8	7
9	CC(C(=O)c1ccc(-c2ccccc2)cc1)[n+]1cccc(NC(=O)c2ccccc2)c1 (centres undefined)	-0.5	-18	-22	·	2	-9	4	-2	-6
10	CCOC(=O)c1ccc(N=C2C(=S)N(c3ccc(C(=O)OCC)cc3)C(=N)N2/N=C/c2ccccc2)cc1	3.2	1	-8	3	3	-12	43	-23	-3
11	Cc1ccc(C)c(N2C(=O)CN=C2Nc2ccccc2Cl)c1	-2.4	-13	12	1	-1	1	31	-10	-5
12	COc1ccc(C(=O)N(CCN2CCOCC2)CC(=O)NC2CCCC2)cc1OC	-0.2	-10	-3	1	5	-24	23	-6	-3
13	CCC(C)NC(=O)Cn1c(COc2ccc(Cl)cc2Cl)nc2ccccc21 (centres undefined)	-0.6	-3	5	8	3	-9	-20	-14	-4
14	CC(=O)N(C(C)=O)C1=C(C#N)C2(CCCCC2)Cc2ccccc21	2.0	-9	-7	0	5	26	32	-6	5
15	CCOC(=O)Cc1nnc(NC(=O)C(CC)Sc2nncn2C)s1 (centres undefined)	-0.3	-10	-3	-2	6	2	29	-7	0
16	CC(=O)Nc1ccc(N(C(=O)CNC(=O)c2ccco2)C(C(=O)NCc2ccco2)c2ccccc2F)cc1 (centres undefined)	-0.9	-4	5	3	11	-11	-2	3	7
17	Cc1ccc(NC(=O)CSc2ccccc2NC(=O)c2ccccc2Cl)cc1Cl	0.2	-24	10	-1	8	-21	-19	-22	1
18	Nc1nc(N)nc(-c2ccccc2-c2nc(N)nc(N)n2)n1	-0.7	2	4	·	-2	16	2	6	0
19	COc1cc2nc(/C=C/c3ccc(N(C)C)cc3)sc2cc1SC	3.4	-135	3	9	-1	-17	10	23	-3
20	Cc1onc(-c2c(F)cccc2Cl)c1C(=O)Nc1nnc(-c2ccccc2)s1	1.9	-4	0	-2	2	2	24	18	-2
21	Cc1ccc(S(=O)(=O)NCC(=O)N2CCCCC2)cc1	-2.8	-6	6	2	-2	-3	-3	-22	-4
22	CCOc1ccc(-c2nc(N)ncc2Oc2ccc(OC)cc2)c(O)c1	1.0	-6	-1	·	-6	0	-3	-12	0
23	O=C(CN1C(=O)C2CCCCN2C(=O)c2ccccc21)N1CCCc2ccccc21 (centres undefined)	2.2	-4	-1	-6	4	-23	15	8	2
24	Cc1ccc(NC(=O)CSc2nc3c(c(=O)[nH]2)CCC3)cc1C	-0.2	-13	-8	8	5	-24	29	-2	4
25	CCOC(=O)C1(Cc2ccccc2)CCN(Cc2ccc(C)s2)CC1	3.0	-12	-16	9	4	-5	90*	-8	-2
26	COc1ccc(NC(=O)c2ccc3ccccc3n2)cc1S(=O)(=O)N1CCCCC1	2.2	-45	6	13	4	-23	13	-17	-1
27	CN(CCc1ccccn1)C(=O)c1nn2c(C(F)(F)F)cc(-c3ccco3)nc2c1Cl	1.6	-18	8	0	5	-18	15	6	2
28	COc1ccc(C)cc1NC(=O)c1ccc(N(C)S(C)(=O)=O)cc1	1.5	-11	-9	-1	2	-1	-7	13	-1
29	CCO[C@@H]1OC(C(=O)N2CCN(C)CC2)=C[C@H](c2ccc(C(F)(F)F)cc2)[C@H]1CCCO	0.6	-6	-8	-5	-3	14	-1	7	1
30	CCc1ccc(C2CC(c3ccc(F)cc3)Nc3nc(N)nn32)cc1 (centres undefined)	-0.5	-12	-3	-1	8	-14	32	-15	3
31	COc1ccc(NC(=O)C2CC(=O)N(c3cccc(C)c3C)C2)cc1 (centres undefined)	0.1	0	2	2	3	3	-13	-13	0
32	Nc1ccc(-c2nc3ccc(C(=O)O)cc3s2)cc1	3.0	-16	8	-8	0	-7	92*	-12	-1
33	CC(C)(C)C(=O)NC1=NCCS1	1.4	-20	3	2	1	4	50	-18	3
34	COc1cccc(NC(=O)CSc2nc3c(oc4ccccc43)c(=O)[nH]2)c1	0.6	-8	-5	7	10	-24	11	-10	1
35	O=C(Cc1ccc(Cl)cc1)NCCN1CCCC1	0.3	7	-7	4	7	13	-9	-10	-2
36	O=C(NC1CC1)C1CCN(c2ccc(S(=O)(=O)N3CCOCC3)cc2)CC1	0.4	-8	-5	-5	2	1	-21	-25	-4
37	Cc1cccc(-n2nc3c([n+]2[O-])CCc2nonc2-3)c1C	0.8	1	-7	-1	8	-22	22	-3	-1
38	CN(C)/C=C(/C(=O)c1ccc(Cl)cc1)n1cncn1	2.5	3	-7	0	3	-22	3	-26	2
39	COc1cc(/C=N/OCC(=O)Nc2cc(C)on2)ccc1OCc1ccccc1	1.0	-17	7	-1	4	-17	1	-8	4
40	CC(=O)NC(Cc1c[nH]c2ccccc12)C(=O)N/N=C/c1ccccc1 (centres undefined)	-1.1	-8	13	-5	2	23	7	3	-1
41	Cc1cccc(NCc2ccccc2O)n1	2.6	-7	14	10	4	16	-6	-9	0
42	CN(C)CCn1c(=S)[nH]c2ccc(Cl)cc2c1=O	-0.6	2	-11	10	8	-13	7	-12	1
43	CCOC(=O)c1c(C)c(-c2ccccc2)n(CC(=O)NCCC(C)C)c1C	-4.1	-9	8	1	5	-14	33	-7	3
44	COc1ccc(C2NC(=O)NC(C)=C2C(C)=O)cc1 (centres undefined)	-1.8	-42	3	-1	2	-14	24	-12	-5
45	CC(OC(=O)c1cc(-c2cccnc2)nc2ccccc12)C(=O)Nc1ccc2ccccc2c1 (centres undefined)	-0.1	-42	11	17	3	-31	16	-27	0
46	CCn1c(SCC(=O)c2ccccc2)nnc1-c1cccnc1	0.4	6	-10	3	-1	6	-6	-3	-5
47	CC(=O)NCc1nc2ccccc2n1C(C)C	1.2	-9	0	1	4	-9	37	-17	0
48	C=CCNc1nc2c(c(=O)[nH]c(=O)n2C)n1Cc1cccc(C)c1	1.4	-16	2	4	1	-4	32	5	-3
49	Cc1ccc(C(=O)NC(C)c2ccc(F)cc2)cc1 (centres undefined)	-0.5	-6	-18	1	8	-14	15	-12	2
50	CS(=O)(=O)N1CCN(C(=O)c2cc(-c3cccnc3)nc3ccc(Br)cc23)CC1	1.0	-10	-3	-3	7	-3	2	-5	-2
51	COc1ccc(/C(C)=N/NC(=O)Cc2c(C)nc(C)[nH]c2=O)cc1	0.4	-15	4	5	7	-38	-1	-18	0
52	O=C(NCc1ccncc1)C(=O)Nc1ccc2c(c1)OCO2	0.1	-10	-1	1	3	9	4	-26	0
53	CCC(C)(C)NC(=O)c1cc([N+](=O)[O-])ccc1N1CCCCC1	0.9	10	10	5	6	-4	8	0	2
54	Cc1cc2cc(CCNC(=O)c3cccc([N+](=O)[O-])c3)c(=O)[nH]c2cc1C	0.7	0	-1	3	3	-18	31	-32	2
55	c1ccc(-c2ccc(CN3CCN(c4ncccn4)CC3)cc2)cc1	0.1	6	0	12	4	-4	69	8	6
56	CN(c1ccc(OCC(=O)N2CCOCC2)cc1)S(=O)(=O)c1ccc(Cl)cc1	-0.7	-1	-17	0	5	-23	-1	0	3
57	c1ccc(Cn2nnc3c(N4CCN(Cc5ccc6c(c5)OCO6)CC4)ncnc32)cc1	0.1	-4	-10	1	4	-14	19	-2	-3
58	Cc1nnc(NC(=O)CSc2ccc3nnc(-c4ccccn4)n3n2)s1	-0.6	-7	4	3	1	0	6	-8	1
59	Cc1cccc(N(C)C(=O)c2cc3cc4ccc(C)cc4nc3o2)c1	-0.9	0	-11	8	8	12	-16	1	5
60	CCOC(=O)C1=C(C)NC(=O)NC1c1ccc(N2CCC(c3ccccc3)=N2)cc1 (centres undefined)	15*	·	3	-3	4	6	19	1	0
61	Cc1ccc(N=Nc2c(N)n(-c3ccccc3)[nH]c2=O)cc1	1.7	-14	6	0	3	16	-16	-9	-1
62	CCOC(=O)c1c(CC(C)C)csc1/N=C/C1=C(O)CCCC1=O	0.5	-23	3	·	0	16	25	15	-2
63	CCOC(=O)C1(CCCc2ccccc2)CCN(C(=O)CCc2cnccn2)CC1	-0.2	3	-5	2	3	4	13	-9	3

Hits appear at their usual frequency. Share with any hit: about 7.1%.
